S1P2 agonist = agonists of human S1P2 receptor; AID 729; S1P2-expressing cell line, agonist reporter read-out; actives 0.46% (n = 97,000); activation, % at 4.5 µM; in the data active = activation above about 16%;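 note: 0% = vehicle low control and 100% = maximal reference agonist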
EphB4 ephrin blk = antagonists of human EphB4-ephrin-B2 interaction | actives 0.15% (n = 97,000) | P54760 | inhibition, % at 7 µM | EphB4 LBD / TNYL-RAW-Alexa532 peptide, fluorescence polarization;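 active = inhibition above the screen-wide mean inhibition plus 3 SD, cut at about 15% in these data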;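 note: 0% = DMSO wells and 100% = excess unlabeled TNYL-RAW peptide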
S1P2 blocker = antagonists of human S1P2 receptor; cell-based S1P2 antagonist assay, inhibition at 5 uM; inhibition, % at 5 µM; actives 0.21% (n = 97,000); in the data active = inhibition above about 45%;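 note: CRE beta-lactamase reporter cells expressing human S1P2 stimulated with S1P; 0% = agonist at EC80 alone and 100% = agonist plus reference antagonist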
PostGolgi yeast = growth inhibition of a yeast mutant, post-Golgi transport screen | post-Golgi transport phenotypic cell assay | inhibition, % at 10 µM | actives 0.9% (n = 98,000);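 note: yeast cells grown in 1536-well plates; yeast grown about 18 h at 30C before absorbance read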
FAK inh = inhibitors of human focal adhesion kinase; AID 727; inhibition, %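 (tested at 7 µM)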; biochemical FAK kinase activity assay; actives 0.84% (n = 97,000); Q05397; in the data active = inhibition above about 19%;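 note: 0% = DMSO and 100% = reference compound high control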
Target sequence (Q05397 whole entry, looked up): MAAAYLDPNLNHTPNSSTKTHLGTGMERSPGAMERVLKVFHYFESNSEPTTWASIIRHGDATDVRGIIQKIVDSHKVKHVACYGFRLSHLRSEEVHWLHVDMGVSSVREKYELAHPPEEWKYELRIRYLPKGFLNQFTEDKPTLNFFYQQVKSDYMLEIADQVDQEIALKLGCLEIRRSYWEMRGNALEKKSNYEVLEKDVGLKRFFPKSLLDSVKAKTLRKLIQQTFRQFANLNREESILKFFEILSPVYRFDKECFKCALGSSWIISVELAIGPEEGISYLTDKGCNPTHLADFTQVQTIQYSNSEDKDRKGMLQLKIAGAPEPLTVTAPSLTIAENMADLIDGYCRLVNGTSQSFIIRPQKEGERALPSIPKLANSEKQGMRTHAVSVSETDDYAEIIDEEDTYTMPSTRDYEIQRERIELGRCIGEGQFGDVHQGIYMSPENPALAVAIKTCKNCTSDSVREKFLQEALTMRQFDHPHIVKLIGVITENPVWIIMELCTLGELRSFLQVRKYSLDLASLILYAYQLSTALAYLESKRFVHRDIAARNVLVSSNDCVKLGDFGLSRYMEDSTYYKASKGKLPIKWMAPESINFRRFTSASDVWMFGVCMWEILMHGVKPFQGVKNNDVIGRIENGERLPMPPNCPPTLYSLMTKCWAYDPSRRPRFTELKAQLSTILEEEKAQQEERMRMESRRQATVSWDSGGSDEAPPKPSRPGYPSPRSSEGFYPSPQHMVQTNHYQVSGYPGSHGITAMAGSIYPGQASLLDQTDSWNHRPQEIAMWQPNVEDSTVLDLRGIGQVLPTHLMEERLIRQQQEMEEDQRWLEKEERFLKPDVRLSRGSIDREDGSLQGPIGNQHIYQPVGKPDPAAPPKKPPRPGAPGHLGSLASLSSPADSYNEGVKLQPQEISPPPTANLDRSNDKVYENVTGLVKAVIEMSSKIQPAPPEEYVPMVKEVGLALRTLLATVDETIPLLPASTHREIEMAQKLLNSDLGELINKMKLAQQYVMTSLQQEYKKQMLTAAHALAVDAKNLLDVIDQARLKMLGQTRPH
PostGolgi ctrl = inhibits growth of the yeast control strain; efflux-deficient yeast background strain, growth absorbance A615, 16 h; inhibition, % at 10 µM; actives 5% (n = 98,000); AID 738
LYP inh 2 = blocks human PTPN22 phosphatase activity; AID 640; actives 0.21% (n = 96,000); recombinant LYP catalytic domain, DiFMUP fluorescence; inhibition, % at 2 µM;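 active = inhibition at 2 µM at or above a set limit, the screen mean plus 3 SD, cut at about 24% in these data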;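 note: 0% = DMSO with enzyme and 100% = enzyme fully blocked by orthovanadate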
HIV Rev-RRE inh = inhibitors of HIV-1 Rev-RRE RNA interaction | actives 0.79% (n = 97,000) | inhibition, % at 8 µM | Rev peptide-RRE RNA binding, FRET | P05866;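 active = inhibition above the screen-wide mean plus 3 SD, cut at about 35% in these data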;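 note: 0% = median DMSO wells and 100% = median Neomycin B control wells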
Target sequence (P05866 whole entry, looked up): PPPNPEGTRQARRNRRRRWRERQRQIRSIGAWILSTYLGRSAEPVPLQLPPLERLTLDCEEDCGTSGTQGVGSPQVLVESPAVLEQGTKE
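Assay system: Rev peptide and RRE RNA, both fluorescently labelled; times: 5 min preincubation and 15 min binding, 25 °C; detection: FRET, ex 480 nm, em 540 and 671 nm; read-out basis: % inhibition from 671/540 nm acceptor-to-donor ratio, scaled between controls; benchmarks: DMSO low control, neomycin B high control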
LYP act = activators of human LYP (PTPN22) phosphatase | Q9Y2R2 | recombinant LYP, DiFMUP fluorescence; 0 = plate median, 100 = signal doubled | activation, % at 2 µM | actives 0.11% (n = 96,000) | AID 697;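 active = activation at 2 µM above a set limit, the mean plus 5 SD, cut at about 37% in these data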
* marks the source's active call; other numbers are inactive results; · = not tested or not shown. Cut-off read from the data, not from the text of the source, unless noted: active = inhibition above about 30%; inactive = the rest.

SMILES	S1P2 agonist	EphB4 ephrin blk	S1P2 blocker	PostGolgi yeast	FAK inh	PostGolgi ctrl	LYP inh 2	HIV Rev-RRE inh	LYP act
CCSCCOC(=O)C1=C(C)NC2=C(C(=O)CCC2)C1c1coc2ccccc2c1=O (stereo not drawn)	-3	-4	-13	-2	-2	8	-6	0	4
COC(=O)c1ccccc1NC(=O)N1c2ccccc2CC1C (stereo not drawn)	0	-4	-29	-3	1	48*	0	17	-1
O=C(NC1CCCC1)C1c2ccccc2C(=O)N1C1CCCCC1 (stereo not drawn)	-5	5	6	19	-2	0	-5	1	2
Cc1ccc(-c2cc(C(=O)NC3=NCCS3)c3cc(Br)ccc3n2)o1	-6	3	9	-3	5	-4	20	24	-20
Cn1c(SCC(=O)OCc2ccccc2)nnc1-c1ccco1	-1	-3	-13	3	0	-4	-14	9	11
O=C(CSc1nnc(SCC(=O)c2ccco2)s1)c1ccco1	-3	-1	18	1	4	20	5	1	-5
Cc1c(C(N)=O)sc2ncn(CC(=O)N3CCC(C)CC3)c(=O)c12	1	3	-5	1	0	-1	1	5	-2
CCCOc1ccc(C(=O)CCC(=O)OCC(=O)Nc2cc(C)on2)cc1	-3	-2	-6	22	-1	-5	-5	7	6
COC(=O)c1ccccc1NC(=O)C1COc2ccccc2O1 (stereo not drawn)	-9	-5	-13	4	3	14	3	5	-2
Cc1ccccc1OCCNC(=O)c1ccccc1Sc1ccccc1C#N	-4	-8	1	-3	-3	-3	2	12	-1
CC1CN(c2oc(-c3cccs3)nc2C#N)CC(C)O1 (stereo not drawn)	-4	-3	4	-1	6	3	1	-1	-3
CC1CCc2cc(F)ccc2N1C(=O)CN1C(=O)c2ccccc2C1=O (stereo not drawn)	-3	5	-6	-6	-1	1	0	4	4
COc1ccc(-c2nc(C#N)c(NCC3CCCO3)o2)cc1 (stereo not drawn)	-1	5	-9	2	5	4	-1	1	-4
COc1ccc(CCNC(=O)c2cc3sccc3n2C)cc1OC	-6	5	2	1	2	6	1	3	-2
COC(=O)C(O)(CC(=O)c1ccc(OC)cc1)C(F)(F)F (stereo not drawn)	-6	3	16	-5	1	8	9	8	-6
O=C(/C=C/c1ccc(Br)cc1)NC1CCCCCC1	-3	5	-1	4	-6	-4	0	-2	3
O=C(CSc1nnc(-c2ccncc2)o1)Nc1ccccc1Cl	-7	4	-4	2	-1	-4	6	4	-9
O=C(CNC(=O)Cc1ccccc1)NCC(=O)OCc1ccccc1	-4	-5	-1	-4	-3	-3	14	7	-11
Cc1ccc(NC(=S)N2CCCC(c3nc4ccc(C)cc4[nH]3)C2)c(C)c1 (stereo not drawn)	-5	-1	11	7	1	-4	-3	1	5
O=C1/C(=C\c2ccccc2)CCc2c1[nH]c1ccccc21	-5	-3	-4	-7	0	10	8	4	-6
Cc1ccccc1C(=O)Nc1ccccc1-n1cccc1	0	-3	-6	1	-1	-2	-1	5	-3
O=C1OC(N2CCN(Cc3ccccc3)CC2)c2ccccc21 (stereo not drawn)	-5	-3	12	·	1	·	-4	5	4
Cc1oc2nc(SCC(=O)NCc3cccnc3)nc(N)c2c1C	-8	2	2	-3	0	6	-10	5	14
O=C(Nc1cc2c(cc1Cl)OCCO2)c1ccco1	-2	1	6	·	1	·	-1	9	0

Looked up by structure from the list above (2):
SMILES	S1P2 agonist	EphB4 ephrin blk	S1P2 blocker	PostGolgi yeast	FAK inh	PostGolgi ctrl	LYP inh 2	HIV Rev-RRE inh	LYP act
O=C1OC(N2CCN(Cc3ccccc3)CC2)c2ccccc21 (stereo not drawn)	-5	-3	12	·	1	·	-4	5	4
Cc1ccccc1C(=O)Nc1ccccc1-n1cccc1	0	-3	-6	1	-1	-2	-1	5	-3

(cont.)
SMILES	S1P2 agonist	EphB4 ephrin blk	S1P2 blocker	PostGolgi yeast	FAK inh	PostGolgi ctrl	LYP inh 2	HIV Rev-RRE inh	LYP act
Cc1ccc(S(=O)(=O)Cn2nnnc2CN(Cc2ccco2)Cc2cccs2)cc1	-2	1	21	-6	-1	17	6	7	-11
COc1ccc(-n2nnnc2SCC(=O)c2ccc3c(c2)OCCO3)cc1	-9	0	-1	·	-5	·	8	-1	-10
O=S(=O)(c1ccc2c(c1)OCCO2)N1CCC(n2cnc3cc(F)ccc32)CC1	1	-5	-20	-8	0	17	-4	6	5
O=S(=O)(NCCSc1ccccc1)c1ccc(F)cc1	-3	-11	-18	8	2	19	4	1	-7
Cc1ccc(OC(=O)c2cc3ccccc3o2)cc1	-2	-4	-6	-5	2	11	3	17	-1
Cc1cc(Cl)ccc1NC(=O)NC1CCN(S(=O)(=O)c2ccc(F)cc2)CC1	-3	8	6	-6	0	2	0	10	2
CCOC(=O)c1c(NC(=O)C2c3ccccc3Oc3ccccc32)sc(C(C)=O)c1C	-2	0	13	4	-9	15	8	4	-4
Cc1ccccc1-c1nc(CN2CCC(C(=O)NCCC3=CCCCC3)CC2)c(C)o1	-3	1	1	2	-1	9	0	5	-2
CCOCCCNC(=O)C(NC(=O)CC1NC(=O)NC1=O)c1ccc(Cl)cc1 (stereo not drawn)	-3	-1	14	5	-3	9	10	1	-10
O=C(Nc1ccc(F)cc1F)N1CCN(C/C=C/c2ccccc2)CC1	-5	0	-6	0	-2	5	-1	5	-2
C=CCn1c(SCCN2C(=O)c3ccccc3C2=O)nc2scc(-c3ccccc3)c2c1=O	-5	1	-4	0	-6	-6	6	2	-7
NC(=O)CSc1nnc(-c2ccncc2)n1CCc1ccccc1	-5	1	17	-5	4	11	1	3	-1
O=C(NCc1ccco1)C(C(=O)c1ccc(F)cc1)n1ccccc1=O (stereo not drawn)	-8	-11	10	14	-4	-11	7	7	-10
CC(=O)Nc1ccc(NC(=O)c2ccco2)cc1	-1	0	20	-12	-7	-4	-7	1	7
COc1cccc(OCC(=O)Nc2ccc(OC)c(OC)c2)c1	0	1	-27	9	-2	-2	3	-1	-3
CCOC(=O)C1CCCN(CCC(C)c2ccccc2)C1 (stereo not drawn)	-6	-8	-17	3	-1	6	-2	0	0
COC(=O)c1ccccc1N1C(=O)[C@@H]2C(c3ccc(F)cc3)=NO[C@@H]2C1=O	-3	0	13	9	8	-2	-8	5	4
O=C(NCc1ccco1)C(c1ccc(F)cc1)N(Cc1cccnc1)C(=O)Cn1nnc2ccccc21 (stereo not drawn)	-5	-6	-5	2	1	-1	5	3	-5
CCOc1cc(/C=C2/C(=N)N3C=CSC3=NC2=O)ccc1OCCCOc1ccccc1C	0	-2	-5	-1	0	-9	3	12	-6
COc1ccc(CCNC(=O)C2CCCN(Cc3nc(-c4cccc(Cl)c4)oc3C)C2)cc1OC (stereo not drawn)	-2	-3	8	-1	-6	8	-8	-2	6
CCOC(=O)c1sc(NC(=O)C(CC)OC(=O)C(CC(C)C)NC(=O)c2ccccc2)nc1C (stereo not drawn)	-8	2	25	0	4	-3	21	-2	-18
Cc1cccc(/C=C2\CS/C(=C\c3cccc(C)c3)C2=O)c1	-2	-9	-8	-8	-1	0	4	26	-3
COc1ccc(NC(=O)c2ccc(OC(=S)N(C)c3ccc(OC)cc3)cc2)cc1	-6	0	0	-3	-2	8	6	4	0
O=C(Nc1ccccc1C(=O)N/N=C/c1ccco1)c1ccccc1Cl	-2	3	9	6	2	7	-2	6	5
O=C(Nc1cccnc1)c1c(F)cccc1F	-10	9	-1	15	13	-11	8	8	-5
CCOC(=O)c1nc(C)n(-c2ccc(Cl)cc2)n1	-3	0	11	15	-6	-1	2	2	4
CCN(CC)S(=O)(=O)c1cccc(-c2nnc(SCC(=O)NC3CCCC3)n2N)c1	-4	8	-9	8	-2	1	-5	-1	5
c1ccc(-c2nc(NCc3cccnc3)c3oc4ccccc4c3n2)cc1	-6	-2	-5	17	4	55*	-8	9	7
COc1ccc(O)c(/C=N/NC(=O)c2ccc(OCc3cccc(Br)c3)cc2)c1	-3	1	11	-3	19*	6	17	-6	-15
O=C(CSc1ncnc2c1nnn2Cc1ccccc1F)N1CCN(c2ccccc2)CC1	-3	-2	22	4	0	14	13	1	-15
CCC(=O)N1CCN(c2nc(-c3ccc(Cl)cc3)cs2)CC1	-4	3	-26	·	0	·	-5	9	4
Cc1ccc(NC(=O)CSCC(=O)N2CCOCC2)cc1	-7	1	11	·	0	·	-3	10	5
COc1ccc(-n2ccnc2SCC(=O)Nc2ccccc2)cc1	-3	1	8	6	1	37*	-6	6	4
COc1ccccc1N1CCN(S(=O)(=O)Cc2ccccc2Cl)CC1	-1	4	11	-3	1	8	-2	13	1
CC1CN(CC(=O)Nc2cccc(C(=O)Nc3cccc(C(F)(F)F)c3)c2)CC(C)O1 (stereo not drawn)	-3	1	23	3	0	3	-2	9	5
CN(C)C1NC(=O)c2cc(-c3ccccc3)sc2N1 (stereo not drawn)	-3	5	2	4	4	6	-4	-1	1
CCOn1c(=O)c(-c2cc3ccccc3o2)[n+]([O-])c2ccccc21	-5	7	15	-3	-4	14	14	13	-11
CN(Cc1ccccc1)C(=O)CSc1nc2c(c(C(F)(F)F)n1)CCc1ccccc1-2	-6	2	5	·	0	·	10	1	-9
Cc1cccc(NC2=NC(=S)N(CC#N)C23CCCCC3)c1	-3	2	-8	·	-1	·	1	5	0
Oc1ccc(/C=N/NC2=NCCCCC2)cc1	-4	0	-6	-6	-1	7	-7	3	6
CCN(C(=O)CCc1nc(-c2ccc(OC)cc2)no1)c1cc(OC)ccc1OC	1	-2	-31	3	-2	8	8	13	-5
CC(C)(C)n1ncc2c(=O)n(CC(=O)NC3CCCCC3)cnc21	-5	3	3	-13	-4	4	-5	1	4
CCOc1ccc(NC(=S)Nc2ccc(OC(F)(F)F)cc2)cc1	-6	3	8	·	-11	·	·	7	·
COc1cccc(NS(=O)(=O)c2ccc3[nH]cc(C(=O)NCCN4CCOCC4)c(=O)c3c2)c1	-3	-11	5	9	-3	6	-1	2	0
COc1cccc(N2CCN(c3ncnc4c3[nH]c3ccc(F)cc34)CC2C)c1 (stereo not drawn)	-4	9	105*	66*	5	96*	14	-1	-12
COc1ccc(N/C=C(\C#N)c2ccc(OCCCF)cc2)cc1	-3	-7	-20	21	0	2	15	-3	-16
CC1CC(Nc2ccccc2)c2ccccc2N1C(=O)c1cccnc1 (stereo not drawn)	-4	-8	-11	·	-1	·	3	1	-3
Cc1ccc(-c2csc(N3N=C(c4ccccc4)/C(=C\c4ccc(N(C)C)cc4)C3=O)n2)cc1	-6	-4	-16	-2	0	7	-2	-1	4
Cn1c(=O)c2c(nc(N3CCCCCC3)n2CC(O)COc2ccccc2)n(C)c1=O (stereo not drawn)	-4	1	-1	12	-2	11	-7	6	8
CCOc1ccc2nc(NC(=O)CN3CCC(n4nnc5cc(F)ccc54)CC3)sc2c1	-4	2	-1	10	4	34*	5	9	-5
COc1ccc(N2CCN(C(=O)Cc3nn(C)c(=O)c4ccccc34)CC2)cc1	-7	4	13	-3	-2	5	8	2	-11
c1ccc2c(-n3cccn3)cccc2c1	-4	-3	-3	0	5	-3	6	2	-3
O=C(CSc1nnc(COc2cccc3cccnc23)o1)N1CCN(C(=O)c2ccco2)CC1	-7	2	-1	·	-1	·	3	4	-3
CC(C(N)=O)N1C(=O)c2cccc3cccc1c23 (stereo not drawn)	-9	-4	-24	-4	0	6	2	4	0

Some of the entries above in another layout:
smiles | S1P2 agonist | EphB4 ephrin blk | S1P2 blocker | PostGolgi yeast | FAK inh | PostGolgi ctrl | LYP inh 2 | HIV Rev-RRE inh | LYP act
c1ccc2c(-n3cccn3)cccc2c1 | -4 | -3 | -3 | 0 | 5 | -3 | 6 | 2 | -3
CC(C(N)=O)N1C(=O)c2cccc3cccc1c23 (stereo not drawn) | -9 | -4 | -24 | -4 | 0 | 6 | 2 | 4 | 0
COc1ccc(N2CCN(C(=O)Cc3nn(C)c(=O)c4ccccc34)CC2)cc1 | -7 | 4 | 13 | -3 | -2 | 5 | 8 | 2 | -11
Cn1c(=O)c2c(nc(N3CCCCCC3)n2CC(O)COc2ccccc2)n(C)c1=O (stereo not drawn) | -4 | 1 | -1 | 12 | -2 | 11 | -7 | 6 | 8
O=C(CSc1nnc(COc2cccc3cccnc23)o1)N1CCN(C(=O)c2ccco2)CC1 | -7 | 2 | -1 | · | -1 | · | 3 | 4 | -3

High-throughput results (PubChem BioAssay)
